# 14-3-3 PPI = alters human 14-3-3 gamma binding to Raf peptide | AID 422 | FP, 14-3-3gamma / TMR-pS259-Raf peptide binding | inhibition, % at 40 µM | 0.19% of 160,000 active | P61981; in the data active = inhibition above about 30%;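 note: 0% = protein plus tracer without compound and 100% = blank with tracer alone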
# Target sequence (P61981 whole entry, looked up): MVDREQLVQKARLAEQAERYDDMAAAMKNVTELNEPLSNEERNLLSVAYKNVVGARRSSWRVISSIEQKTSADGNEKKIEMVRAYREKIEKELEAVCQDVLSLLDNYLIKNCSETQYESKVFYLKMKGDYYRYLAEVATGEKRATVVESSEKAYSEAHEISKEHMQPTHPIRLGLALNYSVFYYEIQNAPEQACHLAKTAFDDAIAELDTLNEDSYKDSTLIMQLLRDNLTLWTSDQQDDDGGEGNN
# * = called active by the depositor; & = joins results of further samples. Only part of the results is shown (hit frequency here may not be typical).
SMILES,14-3-3 PPI
O=C(OCC#CCSc1nc2ccccc2o1)c1ccc([N+](=O)[O-])cc1,-1
CC(C)COC(=O)C1C(=O)CC(C)(O)C(C(=O)OCC(C)C)C1c1cccnc1 (stereo not drawn),-6
COc1ccc(NC(=O)CCCn2c(=O)c3sccc3n(Cc3cccc(C)c3)c2=O)cc1,-4
CCOC(=O)c1ccc(CNS(=O)(=O)c2ccc(C3CCCCC3)cc2)o1,-4
O=C1C(Nc2ccc(Cl)cc2)=C(n2nnc3ccccc32)C(=O)c2ccccc21,-31
Cc1ccc(C(C)C)c(OCC(=O)Nc2ccccc2N2CCN(C)CC2)c1,-3
Cc1occc1C(=O)Nc1ccc2c(c1)OCCO2,-5
COC(=O)Cc1c(C)c2ccc(O)cc2oc1=O,0
Cc1ccc(CCNC(=O)CCSCc2ccccc2F)cc1,-6
CSc1cccc(NS(=O)(=O)c2ccc3[nH]cc(C(=O)N4CCN(C)CC4)c(=O)c3c2)c1,13
COc1ccc2nc3sc(C(=O)N4CCCCC4)cc3cc2c1,0
O=C(NCCCNCc1ccccc1)c1ccc(/C=N/O)nc1,8
COCCCNC(=O)C1CCN(S(=O)(=O)c2ccc(F)cc2)CC1,-3
Cc1sc2c(c1C)c(=O)n(CCc1ccccc1)c(=O)n2CC(=O)N1CCCC1,-4
O=C(c1ccc2nc3ccc(Cl)cc3c(=O)n2c1)N1CC=C(c2ccccc2)CC1,0
CC(C)CCNS(=O)(=O)c1cccc2nsnc12,-12
O=C(O)c1ccc(OCCn2ccnc2)cc1,-6
CC1=C(C(=O)OCCc2ccccc2)C(c2ccc([N+](=O)[O-])cc2)C2=C(CCCC2=O)N1 (stereo not drawn),-2
Cc1cccc(NC(=O)c2ccccn2)c1C,-4
Cc1ccc(S(=O)(=O)Nc2ccc3nc(-c4cccn4C)[nH]c3c2)cc1,-9
Nc1nnc2c([nH]c3ccccc32)c1-c1ccccc1,-19
CC(=O)OCCCN1C(=O)c2ccc(Oc3ccc([N+](=O)[O-])cc3)cc2C1=O,6
C=CCN1C(=O)N(/C=C/C)c2cccc3cccc1c23,-3
CCOc1ccc(C2/C(=C(\O)c3ccc(C)cc3)C(=O)C(=O)N2c2cccnc2)cc1 (stereo not drawn),-1
CC(=O)Nc1ccc(N2C(=O)CSC2c2cccc(Br)c2)cc1 (stereo not drawn),7
O=C(Cc1ccc(Br)cc1)Nc1ccc(S(=O)(=O)Nc2ncccn2)cc1,4
Cc1nnc2c(N3CCOCC3)nc3ccccc3n12,-5
C=CCNc1nc(-c2ccc(OC)cc2OC)cs1,0
Cc1ccc(NC(=O)COc2ccc(C(C)C)c(C)c2)cc1Cl,15
O=[N+]([O-])c1ccc(N2CCCC2)cc1NC1CC1,5

# Part of the list above, reformatted.
compound: Cc1nnc2c(N3CCOCC3)nc3ccccc3n12
  14-3-3 PPI = -5
compound: O=C(OCC#CCSc1nc2ccccc2o1)c1ccc([N+](=O)[O-])cc1
  14-3-3 PPI = -1
compound: Cc1cccc(NC(=O)c2ccccn2)c1C
  14-3-3 PPI = -4
compound: CCOc1ccc(C2/C(=C(\O)c3ccc(C)cc3)C(=O)C(=O)N2c2cccnc2)cc1 (stereo not drawn)
  14-3-3 PPI = -1

# (more compounds)
SMILES,14-3-3 PPI
COc1cccc(NC(=O)Nc2ccc3snnc3c2)c1,-3
CCOc1ccc(Sc2cc(C(=O)NCc3ccc4c(c3)OCO4)c3ccccc3n2)cc1,-11
CCc1nc2sc(C)c(C)c2c(=O)n1CCO,1
COc1ccc(CC(C(=O)Nc2cc(C)ccc2C)/C(N)=N/O)cc1 (stereo not drawn),-2
CCCN1CCN(CCCNC(=O)C2CCN(c3nnc(-n4cccc4)s3)CC2)CC1,-6
Cc1cccc(OCC(O)Cn2c[n+](C)c3ccccc32)c1 (stereo not drawn),0
COC(=O)c1ccc(N2C(=O)C3C4c5ccccc5C(C(C)=O)(c5ccccc54)C3C2=O)cc1 (stereo not drawn),-13
COc1ccc(S(=O)(=O)N2CCOCC2)cc1C(=O)Nc1nc2ccccc2s1,-5
Cc1ccc(C(=O)Nc2ccccc2C(=O)NC(CC(=O)O)C(=O)O)cc1 (stereo not drawn),2
O=C(Cn1c(=O)[nH]c2ccsc2c1=O)N1CCC(Cc2ccccc2)CC1,1
Cc1n[nH]c(C)c1S(=O)(=O)N(CC(=O)Nc1ccc2c(c1)OCCO2)c1ccc(C(C)C)cc1,3
O=C(Nc1cccc2c1CCCC2)c1ccco1,-4
COc1cccc(C(c2c(C)[nH]n(-c3ccccc3)c2=O)c2c(C)[nH]n(-c3ccccc3)c2=O)c1O,-15
CC(=O)N1CCc2cc(S(=O)(=O)NC(C(=O)Nc3nc4ccc(C)cc4s3)C(C)C)ccc21 (stereo not drawn),-8
CCOC(=O)c1nc(Nc2ccc(OCC)cc2)c2c3c(sc2n1)CCCC3,5
Cn1c(Oc2ccccc2NCc2cc(Br)ccc2O)cc(=O)n(C)c1=O,4
O=C(CN(c1ccccc1)S(=O)(=O)c1ccc(F)cc1)N1CCCCCC1,1
COc1ccccc1C=Nc1cc(-c2ccccc2)nn1-c1ccccc1,-6
CCCCCC(=O)Oc1cccc(N2C(=O)CCC2=O)c1,-3
C=CCSc1nc(N)c(C#N)c(-c2ccc(C)cc2)c1C#N,-7
O=C(Nc1cccc(NC(=O)c2cccc(Br)c2)c1)c1ccc(F)cc1,-5
CC(C)CC1N=C(c2ccc(Cl)cc2)CC(c2cc(Br)ccc2O)N1 (stereo not drawn),1
CCOC(=O)c1[nH]c2ccc(C)cc2c1N=C(C)N(C)C,-10
FC(F)(F)C(Oc1nc(NC2CCCCC2)nc(N2CCOCC2)n1)C(F)(F)F,-2&-4
O=C1C2C3C=CC(C3)C2C(=O)N1Cc1ccccc1 (stereo not drawn),-8&-163
COc1ccc(CC(=O)Nc2cccc(-c3nnc(-c4ccc(C)cc4)o3)c2)cc1OC,-5
Cc1cc(NC(=O)c2cc(CC(C)C)on2)n(-c2ccccc2)n1,5
CC1CCN(c2ccc(C(=O)N3CCN(c4ccccc4F)CC3)cc2NS(=O)(=O)c2ccc(Br)cc2)CC1,-4
S=c1sc2c(s1)SCCCS2,-2
O=C(NCc1ccco1)c1cccs1,-18

# 6 compounds from above, arranged by heavy-atom count, falling:
SMILES,14-3-3 PPI
CC1CCN(c2ccc(C(=O)N3CCN(c4ccccc4F)CC3)cc2NS(=O)(=O)c2ccc(Br)cc2)CC1,-4
COc1ccc(CC(=O)Nc2cccc(-c3nnc(-c4ccc(C)cc4)o3)c2)cc1OC,-5
O=C(CN(c1ccccc1)S(=O)(=O)c1ccc(F)cc1)N1CCCCCC1,1
C=CCSc1nc(N)c(C#N)c(-c2ccc(C)cc2)c1C#N,-7
CCCCCC(=O)Oc1cccc(N2C(=O)CCC2=O)c1,-3
O=C1C2C3C=CC(C3)C2C(=O)N1Cc1ccccc1 (stereo not drawn),-8&-163

# (continued)
SMILES,14-3-3 PPI
COC(=O)c1ccccc1NC(=O)CC1(c2ccc(Cl)cc2)C(=O)c2ccccc2C1=O,-5
Cc1nn(CC(=O)Nc2ccc3c(c2)nc(CN2CCCC2)n3C)c(=O)c2ccccc12,-9
CCOc1ccc2c(=O)c(Oc3ccccc3)c(C(F)(F)F)oc2c1C,1
CCCc1cc(C(=O)N(C2CCCCC2)C2CCCCC2)no1,-1
CCOC(=O)C1=CN(C(C)C)C=C(C(=O)OCC)C1c1cccc([N+](=O)[O-])c1,-11
CCOC(=O)c1cc2occc2n1CC(=O)NC1CCC(C)CC1 (stereo not drawn),-3
CN1CCN(S(=O)(=O)c2ccc(N3CCN(S(=O)(=O)/C=C/c4ccccc4)CC3)nc2)CC1,-6
CCc1ccccc1Nc1nc(N)nc(CSCC(=O)c2cc(C)n(C)c2C)n1,-7
c1cnc(NCCNc2ncccn2)nc1,-1
COc1ccc2c(c1)c(C(O)CN1CCN(Cc3ccc4c(c3)OCO4)CC1)c(C)n2C (stereo not drawn),0
COC(=O)c1cccc(NC(=O)c2cc3sccc3n2C)c1,-6
CCc1ccccc1N(CC)C(=O)CCc1nc(-c2ccc(C)cc2)no1,-2&7
CCCN1C2=C(C(=O)CC(C)(C)C2)C(c2ccc(OC)cc2)C2=C1CC(C)(C)CC2=O,4
Cc1noc(C)c1CSc1nc2ccccc2s1,-2
O=C(NC1CCCCC1)Nn1c(-c2ccccc2)nc2ccccc2c1=O,7
CCn1c(SCC(=O)NCCc2ccccc2)nnc1-c1ccco1,-8
COC(=O)c1cccc2c1NC(c1cc3c(cc1Br)OCO3)C1CC=CC21 (stereo not drawn),-56
CCOC(=O)C(C)(C)NS(=O)(=O)c1ccc([N+](=O)[O-])cc1,0
O=C(C1CC1)N1CCc2cc(S(=O)(=O)N3CCN(Cc4ccc5c(c4)OCO5)CC3)ccc21,-7
COc1ccc(CSc2nsc(SCc3cccc(OC)c3)c2C#N)cc1,3
CCOC(=O)c1c(NC(N)=O)sc(C)c1C,-3
O=C(O)c1ccc(NS(=O)(=O)c2ccc3c(c2)C2C=CCC2C(c2ccccc2F)N3)cc1 (stereo not drawn),-167
Cc1nnc2ccc(N3CCN(C(=O)c4ccccc4)CC3)nn12,-3
COc1ccc(-c2noc(CCC(=O)NCCN3CCN(c4ccccc4F)CC3)n2)cc1,0
CS(=O)(=O)N(Cc1ccccc1Cl)c1ccc(C(=O)Nc2ccc(S(=O)(=O)N3CCCCC3)cc2)cc1,-2
CC1=C(C(=O)OC(C)C)C(c2cn(-c3ccccc3)nc2-c2ccc(Cl)cc2)C(C(=O)OC(C)C)=C(C)N1,5
Fc1ccc(CSc2nc3ccccc3o2)c2ccccc12,-20
O=C(NCc1cccs1)c1ccc(CNS(=O)(=O)c2ccc(Br)cc2)cc1,-13
CC(C)(C)C1CCC2(CC1)NC(CO)(CO)CO2 (stereo not drawn),-8&0
COC(=O)Cn1c(SCC(=O)Nc2nccs2)nc2ccsc2c1=O,-23

# 4 entries from above, as labelled records.
molecule: CCOC(=O)C(C)(C)NS(=O)(=O)c1ccc([N+](=O)[O-])cc1
  14-3-3 PPI: 0

molecule: O=C(C1CC1)N1CCc2cc(S(=O)(=O)N3CCN(Cc4ccc5c(c4)OCO5)CC3)ccc21
  14-3-3 PPI: -7

molecule: COc1ccc(CSc2nsc(SCc3cccc(OC)c3)c2C#N)cc1
  14-3-3 PPI: 3

molecule: CCOC(=O)c1c(NC(N)=O)sc(C)c1C
  14-3-3 PPI: -3

# Continued:
SMILES,14-3-3 PPI
COC(=O)c1cc(COc2ccc3c(oc(=O)c4cc(OC)ccc43)c2C)c(C)o1,-33
Cc1nc2sc(C(c3ccco3)N3CCN(c4ccccc4F)CC3)c(O)n2n1 (stereo not drawn),0
CC(C)Oc1ccc(OCCn2cc(C#N)c3ccccc32)cc1,-9
Cn1c(C(F)(F)F)nc2c(=O)oc3ccccc3c21,-4&1
CCN1C(=O)c2ccccc2S(=O)c2ccc(C(=O)NCc3ccccn3)cc21 (stereo not drawn),18
C=C(C)Cn1c(C2CC(=O)N(c3ccccc3F)C2)nc2ccccc21 (stereo not drawn),-7
CCc1ccc(NC(=O)c2cc(CC(C)C)on2)cc1,2
O=C1c2ccccc2C(O)N1Cc1ccc2c(c1)OCO2 (stereo not drawn),2
CCOCC(O)CS(=O)Cc1ccccc1 (stereo not drawn),-1
CS(=O)(=O)N(CCc1ccccc1)CC(=O)N1CCN(c2ccccc2F)CC1,1
COc1ccc(OC)c(Nc2nnc(-c3cc4ccccc4oc3=O)s2)c1,-11
COc1cc2c(cc1NC(=O)c1cncc(Br)c1)oc1ccccc12,-16
COc1ccc(CN2CCN(S(=O)(=O)c3cc(Br)c(Br)s3)CC2)c(OC)c1OC,-1
CN(C(=O)c1ccno1)c1nnc(-c2cccnc2)s1,-4
CN1CCc2c(sc(N)c2C(=O)O)C1,0
CCCCNC(=O)c1c[nH]c2ccc(S(=O)(=O)Nc3ccc(C(C)C)cc3)cc2c1=O,-3
O=C(NCCC1=CCCCC1)C1CCN(Cc2cnn(-c3ccccc3)c2-n2cccc2)CC1,-4
CCCN1C(=O)C2C(C(=O)Nc3cccc(SC)c3)C3C=CC2(O3)C1C(=O)NC1CCCC(C)C1C (stereo not drawn),3
COc1ccc(C=Cc2cc[n+]([O-])cc2)cc1,-13
CN(C)c1ccc(NC(=O)CSc2nc3ccccc3c(=O)n2C2CCCCC2)cc1,-8&3
CC1=CCC2C(=O)N(c3ccccc3OCC(=O)c3ccc(F)cc3)C(=O)C2C1 (stereo not drawn),-8
Cn1c(-c2ccccc2)cnc1SCC(=O)NCc1ccco1,-7
O=C(c1cccs1)N1CCN(C23CC4CC(CC(C4)C2)C3)CC1,-3
COc1cccc(-c2nnc(SCC(=O)N3CCCc4ccccc43)o2)c1,-4
CCOc1ccc(NC(=O)c2cn(CC)c(=O)c3cc(OC)c(OC)cc23)cc1,-2
CCCCNC(=O)C1c2cc(OC)c(OC)cc2C(=O)N(C)C1c1cccs1 (stereo not drawn),-1
O=C(CSc1ccc2ccccc2n1)NCc1ccc2c(c1)OCO2,5
CCCn1c(SCC(=O)Nc2ccccc2N2CCCCC2)nc2c1c(=O)n(C)c(=O)n2C,-9
Cc1ccccc1Oc1ccc(N2C(=O)C3C4C=CC(C5CC45)C3C2=O)cc1 (stereo not drawn),-3
CCN(CC)C(=O)CSc1cc(=O)n(C)c2ccccc12,-420
Cc1ccc2nc(NC(=O)C3CCCN(S(=O)(=O)c4cnc[nH]4)C3)sc2c1 (stereo not drawn),-3
c1ccc(-c2csc(N3CCCCCC3)n2)cc1,-2
CCOC(=O)c1c(NC(=O)COc2ccc(C)c(C)c2)sc(C)c1C,-5
O=C(CCCn1c(=O)[nH]c2ccc(Br)cc2c1=O)NCCCN1CCCCC1,-9
O=c1[nH]c(NCc2ccco2)nnc1Cc1ccccc1Cl,1
Nc1c(C(=O)Nc2ccc3c(c2)OCCO3)nnn1CCc1ccccc1,-8
CCn1c(C)c(C(C)=O)c(N2CCCC2)nc1=S,-2

# High-throughput results (PubChem)
